CXCR6 block = blocks human CXCR6 beta-arrestin recruitment; 360,000 tested, 0.36% active; CHO-K1 PathHunter CXCR6 beta-arrestin, luminescence; O00574; inhibition, % at 20 µM; in the data active = inhibition above about 34%, passing the limit was not always enough;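 also: antagonist mode with CXCL16 agonist at 10 nM final; 0% = 10 nM CXCL16 with DMSO and 100% = unstimulated wells without agonist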
Target sequence (O00574 whole entry, looked up): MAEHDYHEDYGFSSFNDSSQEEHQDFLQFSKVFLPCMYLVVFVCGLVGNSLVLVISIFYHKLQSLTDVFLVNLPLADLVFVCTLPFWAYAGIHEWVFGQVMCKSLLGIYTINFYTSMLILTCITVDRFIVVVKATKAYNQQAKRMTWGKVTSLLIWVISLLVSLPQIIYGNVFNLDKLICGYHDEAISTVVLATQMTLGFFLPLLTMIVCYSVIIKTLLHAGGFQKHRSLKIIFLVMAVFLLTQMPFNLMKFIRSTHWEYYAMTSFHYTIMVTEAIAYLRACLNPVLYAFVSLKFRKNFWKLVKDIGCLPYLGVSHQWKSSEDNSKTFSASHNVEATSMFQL
Jurkat NFkB inh = lowers PMA/ionomycin-induced NF-kB signal in Jurkat cells; AID 435003; 330,000 tested, 0.53% active; PMA/ionomycin-induced NF-kB luciferase reporter, luminescence; inhibition, % at 4 µM; in the data active = inhibition above about 50%
CCR6 antagonist = CCR6 (human) receptor antagonism | P51684 | CHO-K1 CCR6 PathHunter beta-arrestin, luminescence, CCL20-stimulated | inhibition, % at 20 µM | 340,000 tested, 0.49% active | AID 493098;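 active = compounds whose inhibition of the agonist-driven luminescence signal at 20 µM reaches about 50%, limit read from the data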;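 also: cells stimulated with CCL20 at 14 nM final; plate controls were DMSO with CCL20 for no effect and DMSO without agonist for full effect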
Target sequence (P51684 whole entry, looked up): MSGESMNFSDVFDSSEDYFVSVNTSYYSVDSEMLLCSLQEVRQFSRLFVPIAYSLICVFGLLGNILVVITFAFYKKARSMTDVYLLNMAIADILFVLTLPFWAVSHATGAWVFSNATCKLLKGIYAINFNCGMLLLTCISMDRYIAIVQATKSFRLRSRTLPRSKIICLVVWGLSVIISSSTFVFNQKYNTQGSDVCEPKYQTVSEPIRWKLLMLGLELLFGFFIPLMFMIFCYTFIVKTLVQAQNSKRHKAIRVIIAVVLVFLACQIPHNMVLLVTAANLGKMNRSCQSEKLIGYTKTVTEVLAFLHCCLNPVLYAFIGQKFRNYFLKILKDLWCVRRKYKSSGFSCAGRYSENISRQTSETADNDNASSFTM
UPR XBP1 act = adaptive UPR (XBP1) activation | CHO-XBP1 luciferase reporter, IRE1-XBP1 UPR activation, luminescence; percent of tunicamycin response, DMSO as zero | activation, % at 20 µM | 330,000 tested, 0.33% active | AID 463104;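 active = versus positive control, 20 µM dose yields 30% or more activation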;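 also: 100% = tunicamycin at 10 µg/mL and 0% = DMSO only wells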
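Material: CHO-XBP1 cells stably carrying IRE1-XBP1-driven luciferase reporter | Medium: F12 with 10% serum | Compound dosing: 20 µM single concentration, DMSO 1% | Incubation: Overnight seeding at 37 °C, 6 h compound treatment at 37 °C | Detection: Steady-Glo luminescence read | Read-out basis: % activation of reporter signal versus tunicamycin and DMSO controls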
Mdm2 MdmX PPI = disrupts the human Mdm2-MdmX interaction. SaOS-2 split-luciferase Mdm2/MdmX complementation, luminescence. inhibition, % at 8 µM. 330,000 tested, 3% active;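 active = inhibition of at least 50% at 8 µM in the primary screen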
697 NFkB inh = lowers PMA/ionomycin-induced NF-kB signal in 697 B cells. 697 B-cell NF-kB luciferase reporter, 16 h. inhibition, % at 4 µM. 330,000 tested, 0.33% active. AID 435022; in the data active = inhibition above about 35%
Gli-Sufu block = blocks Gli-Sufu signaling in a luciferase reporter. inhibition, % at 5 µM. 340,000 tested, 0.74% active. Sufu-KO-LIGHT fibroblasts, Gli luciferase reporter luminescence;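 active = inhibition above about 55%, limit read from the data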;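 also: 0% = DMSO-treated cells and 100% = wells with medium but no cells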
EBI2 antag = blocks human EBI2 receptor beta-arrestin signaling. EBI2 beta-arrestin recruitment, luminescence, 7a,25-OHC stimulated. 360,000 tested, 0.81% active. P32249. inhibition, % at 5 µM; in the data active = inhibition above about 38%;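 also: enzyme fragment complementation signal reports receptor beta-arrestin coupling in cells; 0% = agonist plus DMSO wells and 100% = wells without agonist; some results beyond the cut were filed as inactive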
Target sequence (P32249 whole entry, looked up, the tested form may be a part): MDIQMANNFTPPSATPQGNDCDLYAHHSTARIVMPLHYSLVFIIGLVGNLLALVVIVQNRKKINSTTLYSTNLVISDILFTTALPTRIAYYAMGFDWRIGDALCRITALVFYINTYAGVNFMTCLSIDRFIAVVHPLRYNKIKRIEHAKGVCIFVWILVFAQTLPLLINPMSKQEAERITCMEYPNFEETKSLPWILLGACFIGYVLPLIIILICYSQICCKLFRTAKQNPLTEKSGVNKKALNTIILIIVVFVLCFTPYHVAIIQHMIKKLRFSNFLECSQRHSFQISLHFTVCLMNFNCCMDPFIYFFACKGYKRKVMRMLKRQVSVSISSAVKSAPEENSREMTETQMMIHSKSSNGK
CHOP UPR activ = apoptotic UPR (CHOP) activation; CHO-CHOP luciferase reporter, luminescence; percent of tunicamycin response over DMSO baseline; activation, % at 10 µM; 330,000 tested, 0.34% active;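 active = at 10 µM dose, activation of 40% or more, normalized to positive control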;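 also: 100% = tunicamycin at 10 µg/mL and 0% = DMSO alone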
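System: CHO-CHOP luciferase reporter cell line | Buffer or medium: F12 medium containing 10% fetal bovine serum | Doses: One dose, 10 µM in 0.5% DMSO | Times: 6 h compound exposure at 37 °C after overnight seeding | Signal: Luciferase luminescence | Read-out: % activation vs tunicamycin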
Numbers without * were called inactive; · = no result given.

SMILES	CXCR6 block	Jurkat NFkB inh	CCR6 antagonist	UPR XBP1 act	Mdm2 MdmX PPI	697 NFkB inh	Gli-Sufu block	EBI2 antag	CHOP UPR activ
O=C(OCCCCN1C(=O)c2ccccc2C1=O)c1n[nH]c2ccccc12	-7	-10	10	4	-6	-12	-8	4	-1.4
CCCCCCCCCc1nc2sc3c(c2c(=O)n1NC(=O)c1ccc([N+](=O)[O-])cc1)CC(C)(C)OC3	3	-6	11	-2	37	-12	1	1	0.2
C[C@]12c3[nH]c4cc(-c5ccco5)ccc4c3CCN1C(=O)[C@@H](CC(=O)NCC13CC4CC(CC(C4)C1)C3)C[C@@H]2C(=O)N1CCCCC1	4	·	14	5	78*	-7	-12	44*	13
Cc1cc(C(=O)CN2C(=O)NC3(CCCc4sccc43)C2=O)c(C)n1-c1ccccc1 (configuration not stated)	3	-16	-1	1	5	-7	-16	8	6.7
COc1ccc(NS(=O)(=O)c2cc3c(cc2C)NC(=O)CO3)c(OC)c1	-9	2	3	4	16	1	-2	-7	0.5
O=C(COc1ccccc1Cl)NCCNC(=O)c1ccccn1	-2	23	23	2	7	13	28	5	0.4
O=C(O)Cc1ccc(-c2ccccc2)cc1	-9	3	5	0	19	18	-1	-3	1.5
CCCCNC(=S)NNC(=O)c1csc(C)c1CC	10	-13	17	-2	-25	-15	-5	-11	-2.7
Cc1occc1C(=O)N1CCCC(N2CCN(c3cccc(Cl)c3)CC2)C1 (configuration not stated)	3	7	2	-4	13	-25	16	1	0.1
NNC(=O)c1oc2nc(-c3ccccc3)cc(-c3ccco3)c2c1N	5	2	7	0	21	-3	10	23	3.4
COc1ccc(NC(=S)NC(NC(=O)c2cccc3ccccc23)C(Cl)(Cl)Cl)c([N+](=O)[O-])c1 (configuration not stated)	26	19	41	3	30	15	-4	13	0.1
O=C(OC(C(=O)NCc1ccco1)C(OC(=O)c1ccccc1)C(=O)NCc1ccco1)c1ccccc1 (configuration not stated)	0	5	-2	-2	13	9	4	-6	0.2
Cc1ccccc1S(=O)(=O)Cc1ccc(C(=O)NCCN(Cc2ccccc2)C(C)C)o1	7	9	15	1	-21	-13	-13	9	-0.7
Nn1c(COc2ccccc2F)nnc1SCC(=O)NC1CCS(=O)(=O)C1 (configuration not stated)	-9	6	0	2	14	-9	-9	5	0.3
c1ccc(N2CCCCC2)c(Nc2nc3ccccc3n3cnnc23)c1	-9	9	-3	3	18	10	-4	6	1.0
O=C(Nc1nc(-c2ccccn2)cs1)C1CCCC1	2	-22	16	6	-20	-12	-17	-13	6.0
CCCOc1ccc(/C(O)=C2/C(=O)C(=O)N(CCN(C)C)C2c2ccncc2)cc1 (configuration not stated)	-7	10	11	0	-40	7	23	-6	-0.9
CCOc1ccc(/C=N/NC(=O)c2cc3c(OC)cc(OC)c(OC)c3[nH]2)cc1	-3	-5	2	1	26	-32	-2	1	0.2
O=C(NCCc1ccccc1)c1ccccc1[N+](=O)[O-]	2	-10	0	-1	-9	-11	-28	-1	0.0
O=C(NNC(=O)c1ncc(Cl)c(Cl)c1Cl)c1ccc(F)cc1	18	-10	24	-1	-20	2	3	-26	-0.2
O=C(Cn1c(SCC(=O)N2CCc3ccccc32)nc2ccccc21)NC1CCCC1	7	-5	9	1	3	21	12	12	-1.9
Cc1ccsc1C(=O)C1CCCN(Cc2cccn2-c2ccc(Cl)cn2)C1 (configuration not stated)	-6	8	20	-2	42	-14	5	18	1.7
Cc1cccn2cc(CCNC(=O)c3ccc(Br)o3)nc12	-4	-12	-1	3	-26	-27	-1	-1	0.0
O=C(c1ccccc1)c1c[nH]c(C(=O)NCCCn2ccnc2)c1	-13	-12	0	-1	-8	-18	4	2	0.1
COc1cccc2cc(C(=O)C3=C(O)C(=O)N(CCN4CCOCC4)C3c3ccc(C(C)(C)C)cc3)oc12 (configuration not stated)	7	5	14	-2	0	-2	4	-1	-1.1

2 compounds picked at random from those above, as already listed:
SMILES	CXCR6 block	Jurkat NFkB inh	CCR6 antagonist	UPR XBP1 act	Mdm2 MdmX PPI	697 NFkB inh	Gli-Sufu block	EBI2 antag	CHOP UPR activ
Cc1cc(C(=O)CN2C(=O)NC3(CCCc4sccc43)C2=O)c(C)n1-c1ccccc1 (configuration not stated)	3	-16	-1	1	5	-7	-16	8	6.7
CCCOc1ccc(/C(O)=C2/C(=O)C(=O)N(CCN(C)C)C2c2ccncc2)cc1 (configuration not stated)	-7	10	11	0	-40	7	23	-6	-0.9

(list continues)
SMILES	CXCR6 block	Jurkat NFkB inh	CCR6 antagonist	UPR XBP1 act	Mdm2 MdmX PPI	697 NFkB inh	Gli-Sufu block	EBI2 antag	CHOP UPR activ
Cc1c(Br)ccc(NC(=O)c2ccccc2[N+](=O)[O-])c1C	3	-11	12	2	15	-15	-6	4	-2.2
Cc1[nH]c2ccccc2c1C(=O)COC(=O)Cn1c(C)nc2ccccc21	0	15	1	-2	15	-28	-3	5	1.3
Cc1c(N2C(=O)/C(=C3/C(=O)N(C)c4ccccc43)SC2=S)c(=O)n(-c2ccccc2)n1C	28	3	37	-2	23	3	0	8	0.0
O=C(CSCc1ccccc1Cl)NN1C(=O)c2ccccc2C1=O	-7	-21	11	-2	12	4	-7	-3	-1.6
O=C1CN(C(=O)c2ccc(Cl)nc2)c2ccccc2N1	-3	-12	10	0	-24	6	-2	-9	-1.6
CC(C)N1CCN(Cc2cnc(N3CCCC3)s2)CC1CCO (configuration not stated)	-11	·	1	·	·	·	40	3	·
COc1ccc(C2=NO[C@H]3C[C@](C(=O)NC(C)C)(S(=O)(=O)c4ccccc4)C[C@@H]23)cc1	-4	8	-4	0	11	13	-5	-6	0.7
COc1ccccc1Nc1nnc(SCc2cc(=O)n3ccsc3n2)s1	-8	6	1	-1	-5	-10	-17	0	2.3
O=C(O)c1cc([N+](=O)[O-])ccc1N1CCCCC1	9	7	13	-2	-18	13	-10	-2	-0.1
CC(C)CC(=O)NC(NCC1CCCO1)C(Cl)(Cl)Cl (configuration not stated)	0	-17	-35	-1	0	10	88*	1	-1.6
CCCCOc1ccc(/C=c2\sc3ncnn3c2=O)cc1	3	10	-9	-2	19	1	4	14	1.8
C=CCn1cnc2c(c1=O)c1nc3ccccc3nc1n2/N=C/c1cccc(OC)c1	-2	·	2	·	·	·	0	-6	·
Nc1ncnc(Nc2cccc(F)c2)n1	-6	5	7	0	12	15	-17	-8	1.0
C=CCc1cccc(CNc2nc3ccccc3n2CCN2CCOCC2)c1O	25	-3	14	-2	11	8	8	83*	-0.3
COC(=O)CN1C(CN2CCOCC2)=Nc2ccc(Br)cc2C1c1ccccc1 (configuration not stated)	-1	15	8	-1	16	-11	1	15	-1.2
O=C(NCCc1ccc(Cl)cc1Cl)c1cncc(Br)c1	2	9	10	6	18	0	-3	37	-0.4
COc1ccccc1CC(=O)NCc1ccc2c(c1)OCO2	-7	-14	13	0	-27	-5	-7	-8	1.5
CCNS(=O)(=O)c1ccc(C(=O)Nc2ccccc2)cc1	-1	4	4	0	-15	20	-2	2	4.1
O=C(CNC(=O)c1sc2ccccc2c1Cl)Nc1ccccc1F	-8	-9	0	2	18	-1	-5	2	-0.5
C=CCn1c(-c2ccc(OC)c(OC)c2)cs/c1=N\c1ccccn1	-3	-6	0	-3	-18	-22	-2	-4	-1.6
COc1ccc(/C=C2\CCc3ccccc3C2=O)cc1Cn1cccn1	-2	-6	25	2	17	-71	1	-13	4.5
CC(=O)c1cccc(CN2CCCC(C(=O)Nc3ccc(-c4ccco4)cc3)C2)c1 (configuration not stated)	-2	14	22	-5	15	-6	3	-2	1.0
COc1ccc(C2=CC(=O)CC(c3ccc(F)cc3)C2)cc1 (configuration not stated)	4	-2	14	0	18	11	-11	40	0.7
CCOc1ccc2c(c1)C(C)=CC(C)(C)N2S(=O)(=O)c1ccc(NC(C)=O)cc1	2	56*	1	22	62*	-156	65*	-9	4.7
CC(NC(=O)/C(C#N)=C/c1ccc(OCC(=O)O)cc1)c1ccccc1 (configuration not stated)	1	-20	-4	-2	-8	-7	34	-3	-1.0

For reference, four of the compounds above:
SMILES	CXCR6 block	Jurkat NFkB inh	CCR6 antagonist	UPR XBP1 act	Mdm2 MdmX PPI	697 NFkB inh	Gli-Sufu block	EBI2 antag	CHOP UPR activ
COc1ccccc1Nc1nnc(SCc2cc(=O)n3ccsc3n2)s1	-8	6	1	-1	-5	-10	-17	0	2.3
O=C(O)c1cc([N+](=O)[O-])ccc1N1CCCCC1	9	7	13	-2	-18	13	-10	-2	-0.1
CC(C)CC(=O)NC(NCC1CCCO1)C(Cl)(Cl)Cl (configuration not stated)	0	-17	-35	-1	0	10	88*	1	-1.6
CCCCOc1ccc(/C=c2\sc3ncnn3c2=O)cc1	3	10	-9	-2	19	1	4	14	1.8

(cont.)
SMILES	CXCR6 block	Jurkat NFkB inh	CCR6 antagonist	UPR XBP1 act	Mdm2 MdmX PPI	697 NFkB inh	Gli-Sufu block	EBI2 antag	CHOP UPR activ
COc1ccc(NC(=O)CSc2nnc(Cc3cccn3C)n2-c2ccc(OC)cc2)cc1	1	8	2	0	24	8	-1	4	-1.3
CCOc1ccc(S(=O)(=O)N2CCCCC2)cc1NC(=O)CN1C(=O)NC(CC)(c2ccccc2)C1=O (configuration not stated)	2	18	12	-6	36	-15	8	13	6.1
CC1=Nc2cc(C(=O)O)ccc2Sc2ccc(C)cc21	-2	-18	10	0	1	13	8	-3	-1.0
COc1ccc(N(C(=O)c2cccc([N+](=O)[O-])c2)S(=O)(=O)c2cccs2)cc1	-7	0	4	-4	22	-6	9	-33	0.4
COc1ccccc1-n1cnc2cc(C(=O)NCC3CCCO3)ccc21 (configuration not stated)	-6	-8	-14	3	8	-5	-3	-4	-3.7
CN(C(=O)COC(=O)CNC(=O)c1sc2ccccc2c1Cl)C1CCS(=O)(=O)C1 (configuration not stated)	4	-7	5	2	-9	-8	6	-4	1.2
Cc1ccc(CN2CCSc3ccc(C(=O)NCC4CCCO4)cc32)cc1 (configuration not stated)	0	-3	20	-2	30	1	6	16	-0.7
CCC(C)(C)n1nnnc1CN1CCC(O)(c2cccc(C(F)(F)F)c2)CC1	-4	-7	-7	-1	7	10	8	-6	-1.5
O=C(Nc1ccc2c(c1)OCO2)c1ccc(Cl)nc1	0	-21	-7	0	10	-5	-1	0	3.0
N#CCc1nn(-c2ccccc2)c2ncnc(N)c12	-8	-5	-4	3	2	8	-7	3	0.1
CCCCCCN(CCCCCC)C(=O)Cc1c(-c2ccc(F)cc2)[nH]c2ccccc12	4	19	30	-4	36	1	11	17	-1.9
CCOc1ccccc1C1CC(c2ccc(F)cc2)Nc2nc(N)nn21 (configuration not stated)	-1	11	6	3	29	8	-2	-8	-0.2
Cc1cc(/C=N/n2cnnc2)c(C)n1-c1ccc(OCc2ccc(Cl)cc2)cc1	0	52*	13	3	61*	4	63*	25	17
COc1ccc(-c2cn3c(C)c(C(=O)NC(C)C)sc3n2)cc1	3	-32	-3	8	14	-44	-44	6	6.1
CCOc1ccc(C(=O)OCC(=O)N2CCCC2)cc1	1	-7	13	-3	3	-11	-17	2	3.8
N#CC1=C(N)SC(N)=C(C#N)C1CCC1CCCCC1	·	7	·	-4	19	-24	·	·	-0.4
COC(=O)[C@@H]1C[C@H]1[C@@H](NC(=O)c1cc(C)on1)c1ccccc1	-2	-2	-15	-1	-5	10	-10	-7	-1.0
O=C(Nc1ccc(F)cc1)Nc1ccccc1C(=O)NCCN1CCNC1=O	-11	18	6	0	12	25	3	-16	1.4
O=C(CNC(=O)c1ccc(Br)o1)NCC1CCCO1 (configuration not stated)	5	11	-2	-4	0	1	-5	-10	-0.6

High-throughput results (PubChem)
